Screening data (PubChem BioAssay)
Insulin prom inh = TRM-6 insulin promoter activity inhibition. TRM-6 cells (human fetal islet line), insulin promoter-eGFP reporter, imaging; reporter expression induced with tamoxifen. inhibition, % at 2 µM. 0.9% of 130,000 active;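 active means inhibition above the mean plus 3 SD, with well images judged a real hit on visual review, cut at about 60% in these data, passing the limit was not always enough; inconclusive means inhibition over the cutoff but images rejected on review; inactive means inhibition not above the cutoff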
SDO1 yeast rescue = restores growth of sdo1-depleted yeast. S. cerevisiae sdo1-depleted JHY4D growth rescue, OD600 30 h; hits give high values; pdr5 snq2 efflux-pump mutant strain. z-score at 10 µM. 0.21% of 140,000 active;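 active means z-score above 3 at both the 24 hr and the 30 hr optical density reads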;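 further: z-score against mean and SD of all compound wells on the same plate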
SDO1 yeast rescue Rescue 24 h = also measured in SDO1 yeast rescue; calls as there; z-score; S. cerevisiae sdo1-depleted JHY4D growth rescue, OD600; measured here: growth rescue at 24 h;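 0 is the plate mean of compound wells and units are plate SD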
* marks the source's active call; other numbers are inactive results; ? = inconclusive; . = no result given; & = joins results of further samples.

Values run as follows: Insulin prom inh	SDO1 yeast rescue	SDO1 yeast rescue Rescue 24 h
> O=C(Nc1ncc(C(F)(F)F)cc1Cl)C1COc2ccccc2O1 (stereo unspecified)
 : 0.0	1.09	0.76
> Cn1c(SCCN2CCCCC2)nnc1-c1ccccc1Br
 : -10.8	0.62	0.38
> CCCCN(CCCC)Cc1ccc(N)cc1
 : -2.8	0.74	-0.23
> O=C(Cn1cc(C(F)(F)F)ccc1=O)NCCc1ccc(Cl)cc1Cl
 : -113.3	2.02	1.56
> COc1ccc(N(CC(=O)Nc2cc(OC)ccc2OC)S(=O)(=O)c2c(C)nn(C)c2C)cc1
 : .	-1.66	-1.39
> CCn1c(SCC(=O)c2ccc(F)cc2)nnc1-c1ccoc1C
 : -17.2	-0.26	1.39
> Cc1ccc(S(=O)(=O)N2CCN(Cc3ccccc3C(F)(F)F)CC2)cc1
 : 3.1	-0.65	0.7
> Cc1ccc(NC(=O)c2ccccc2-c2cc(C)no2)cc1
 : 42.1	.	.
> COc1ccc(OCC#CCN2CC(C)OC(C)C2)cc1 (stereo unspecified)
 : 4.8	.	.
> CCOc1cccc2sc(NN)nc12
 : -2.9	.	.
> CC(C)N1CCC(N2CCN(Cc3cccc4nonc34)CC2CCO)CC1 (stereo unspecified)
 : -30.4	.	.
> COc1ccc(N2CCN(C(=O)C3CCCO3)CC2)cc1 (stereo unspecified)
 : 16.7	0.48	-0.05
> O=C(NC1CCCC1)C(c1ccsc1)N(Cc1ccco1)C(=O)Cc1cccs1 (stereo unspecified)
 : 16.7	-1.02	-0.55
> COC(=O)c1c(NC(=O)CSc2nnc(-c3ccco3)n2Cc2ccccc2)sc(C)c1C
 : -1.4	-1.4	-1.16
> Brc1ccc(-c2nc3ncccn3c2NC2CCCCC2)o1
 : .	-2.19	-1.35
> CCN(CC)Cc1cc(NC2=NS(=O)(=O)c3ccccc32)ccc1OC(=O)C(C)C
 : 15.1	0.68	0.69
> Cc1ccc(CNC(=O)COC(=O)Cc2ccc(-c3ccccc3)cc2)cc1
 : -40.0	-0.29	1.04
> CC(C)CC(=O)NC(c1cccs1)c1ccc2cccnc2c1O (stereo unspecified)
 : 48.1	.	.
> C=CCSc1ncccc1C(=O)NCc1ccccc1
 : .	0.73	1.29
> CCn1nc(CC(=O)Nc2nnc(CC(=O)N3CCCCC3)s2)c2ccccc2c1=O
 : 5.7	-0.09	-0.68

Profiles from above. Order of values: Insulin prom inh | SDO1 yeast rescue | SDO1 yeast rescue Rescue 24 h
COc1ccc(OCC#CCN2CC(C)OC(C)C2)cc1 (stereo unspecified) reads 4.8 | . | .
CCOc1cccc2sc(NN)nc12 reads -2.9 | . | .
CC(C)N1CCC(N2CCN(Cc3cccc4nonc34)CC2CCO)CC1 (stereo unspecified) reads -30.4 | . | .
C=CCSc1ncccc1C(=O)NCc1ccccc1 reads . | 0.73 | 1.29

Remaining list, next part.
Values run as follows: Insulin prom inh	SDO1 yeast rescue	SDO1 yeast rescue Rescue 24 h
> O=C(Nc1cccc2ccccc12)N1CCN(Cc2ccccc2)CC1
 : .	-0.35	-0.65
> Cc1nc(C)c(C(=O)NNS(=O)(=O)c2ccccc2)s1
 : -63.3	-0.39	-0.49
> CC(C)NS(=O)(=O)c1ccc(CCC(=O)N2CCc3ccccc3C2)cc1
 : -17.6	.	.
> Cc1ccc(-n2c(SCC(=O)NCC3CCCO3)nc3n[nH]c(C)c3c2=N)cc1Cl (stereo unspecified)
 : .	0.89	0.78
> Cc1cc2cc3c(cc2nc1SCC(=O)Nc1nc(C)c(C)s1)OCO3
 : 25.0	-1.6	0.23
> Cc1ccccc1N(CC(=O)O)S(C)(=O)=O
 : -475.0	1.12	1.56
> COc1cc(OC)c(OC)cc1CN1CCN(c2ccccc2OC)CC1
 : -18.2	1.47	2.02
> COc1ccc(S(=O)(=O)NC(CC(=O)O)c2ccco2)cc1 (stereo unspecified)
 : 28.6	0.74	0.54
> NS(=O)(=O)c1ccc(CCNC(=O)CSc2ccsc2[N+](=O)[O-])cc1
 : -33.3	.	.
> Cc1cccc2cc(CN(CC3CCCO3)C(=S)Nc3ccccc3)c(=O)[nH]c12 (stereo unspecified)
 : 20.0	-1.12	-1.5
> CC1CCc2c(c3ccccc3[nH]c2=O)O1 (stereo unspecified)
 : -14.3	0.76	1.13
> Nc1ccc(-c2nc3ccc(C(=O)O)cc3s2)cc1
 : 33.3	0.11	0.19
> O=C(COC(=O)c1cccnc1Cl)NCc1ccco1
 : 0.0	.	.
> COc1ccc(CC(=O)N2CCN(c3ccc(C4=NNC(=O)CC4C)cc3)CC2)cc1 (stereo unspecified)
 : .	0.47	0.18
> COc1cc(/C=N/NC(=Nc2ccc(C)cc2)c2nc3ccccc3s2)ccc1O
 : 43.3	-1.48	-0.53
> c1ccc2c(c1)[nH]c1c(N3CCC4(CC3)OCCO4)ncnc12
 : 0.0	-0.21	-0.61
> C=CCSc1ncc(-c2ccccc2)cn1
 : -20.0	.	.
> Cc1cc(C(=O)N/N=C2\CC(=O)CC(C)(C)C2)c2ccccc2n1
 : -20.0	1.42	1.01
> Cc1cc(NC(=O)C2C3C(=O)N(CCC(C)C)C(C(=O)NCc4ccccc4)C34C=CC2(C)O4)no1 (stereo unspecified)
 : 20.0	0.94	1.13
> CC(=O)N1CCN(C(=S)c2cccc([N+](=O)[O-])c2)CC1
 : -16.7	0.77	0.74

Two of these compounds, reformatted.
Insulin prom inh | SDO1 yeast rescue | SDO1 yeast rescue Rescue 24 h | mol
16.7 | 0.48 | -0.05 | COc1ccc(N2CCN(C(=O)C3CCCO3)CC2)cc1 (stereo unspecified)
16.7 | -1.02 | -0.55 | O=C(NC1CCCC1)C(c1ccsc1)N(Cc1ccco1)C(=O)Cc1cccs1 (stereo unspecified)

(cont.)
Values run as follows: Insulin prom inh	SDO1 yeast rescue	SDO1 yeast rescue Rescue 24 h
> Oc1ccc(/C=N/Nc2cc(N3CCOCC3)nc(N3CCOCC3)n2)cc1
 : -90.0	.	.
> COc1ccc2cc(CCNC(=O)C(C)C)c(=O)[nH]c2c1
 : .	0.84	0.35
> CN(C(=O)/C(N=Nc1cccc(C(F)(F)F)c1)=C(\O)C(F)(F)F)c1ccccc1
 : -20.0	-1.58	-0.33
> Cc1cc2cc(C#N)c(NCCNC(=S)NCCCN3CCOCC3)nc2cc1C
 : -14.3	0.42	-0.81
> Cn1cnc(C(F)(F)F)c1-c1ccc([N+](=O)[O-])cc1
 : 0.0	0.83	0.21
> CCN(C(=O)CSc1nc2ccc([N+](=O)[O-])cc2s1)C1CCS(=O)(=O)C1 (stereo unspecified)
 : 33.3	.	.
> CC(C)N(Cc1nc(-c2ccccc2)no1)C(=O)CN(C)S(=O)(=O)c1ccc(Br)cc1
 : -38.2	-1.14	-0.19
> COCc1nnc(NC(=O)CC(C)c2ccccc2)s1 (stereo unspecified)
 : -13.5	1.63	0.22
> O=C(NCc1ccco1)c1cccn2c(=O)c3sccc3nc12
 : 20.0	.	.
> CCC(C)NC(=O)CSc1ncccc1C(=O)O (stereo unspecified)
 : .	0.98	1.07
> CCCOc1ccc(-c2nnn(CC(=O)c3ccc4c(c3)OCCO4)n2)cc1
 : 14.3	-0.98	-0.8
> Cc1cnn(C(=O)c2cc(-c3ccccc3)nc3ccccc23)c1
 : .	-0.08	-0.67
> O=C(Nc1cccn(Cc2ccccc2)c1=O)NC1CCCCC1
 : -17.1	-0.98	-0.2
> O=C1c2ccccc2NC(c2ccc(Cl)cc2Cl)N1Cc1ccccc1 (stereo unspecified)
 : -39.1	-2.06	-1.57
> N#Cc1ccc(C(c2nnnn2Cc2ccccc2)N2CCCC2)cc1 (stereo unspecified)
 : -59.0	-0.2	-0.04
> COC(=O)c1c(N)n(CCCN2CCOCC2)c2nc3ccccc3nc12
 : 5.3	0.53	-0.17
> O=C(O)CSc1nnc(Cc2ccccc2)n1-c1ccccc1
 : -213.3	0.06	-0.66
> Nc1nnc(SCC(=O)OCc2ccc(Cl)c(Cl)c2)s1
 : .	0.63	-0.14
> COc1ccc(OC)c(-n2c(-c3cc(-c4ccccc4)n[nH]3)n[nH]c2=S)c1
 : .	1.29	1.54
> CCCCC(c1nnnn1CCOC)N1CCN(CC)CC1 (stereo unspecified)
 : 17.2	2.36	0.28
> COc1cccc2c1OCC(C(=O)NCc1ccc(Cl)cc1Cl)=C2
 : 3.7	-2.15	-1.36
> Cc1ccc(C)c(NC(=O)Cn2nc(-c3ccccc3)nc2-c2ccccc2)c1
 : 42.0	0.3	1.64
> Cc1oc(-c2ccccc2F)nc1CN1CCC(C(=O)NCc2cccnc2)CC1
 : .	0.54&-0.88	-0.54&-1.46
> COc1ccc(/C=N/Nc2cc(N3CCCC3)nc(N3CCCC3)n2)cc1
 : -16.7	.	.
> Cc1cc(NS(=O)(=O)c2ccccc2)cc(Cl)c1O
 : .	-0.18	0.03
> CCOC(=O)c1c(NC(=O)Cn2cnc3scc(-c4ccc(C)cc4)c3c2=O)sc(C)c1C
 : .	-1.13	-1.04
> CCCN1CCN(CCCNC(=O)Cn2nc(-c3ccc(C)cc3)ccc2=O)CC1
 : -3.1	-0.25	0
> Cn1c(=O)c2c(nc(NCCO)n2CCc2ccccc2)n(C)c1=O
 : .	0.55	0.2
> Cc1cccc(C(=O)NNS(=O)(=O)c2ccccc2)c1O
 : -40.0	.	.
> CN1C(=O)/C(=N\OC(=O)c2cccc3ccccc23)c2ccccc21
 : 6.7	-1.04	0
> CS(=O)(=O)Nc1ccc(C(=O)NCc2ccc3c(c2)OCO3)cc1
 : -57.1	0.45	-0.02
> COc1ccc(N(C(=O)c2ccc(S(=O)(=O)N3CCOCC3)cc2)C2C=CS(=O)(=O)C2)cc1 (stereo unspecified)
 : .	0.41	-0.14
> COc1cc(OC)cc(C(=O)NC(=S)N2CCN(c3ccc(C(F)(F)F)cc3[N+](=O)[O-])CC2)c1
 : .	-0.02	-0.52
> CC(C)(C)C(=O)Nc1ccc(C(=O)Nc2cccnc2)cc1
 : 15.4	1.21	1.43
> COc1ccccc1CCn1c(N)c(C#N)c2nc3ccccc3nc21
 : -31.8	-0.33	0.04
> CC(C)[C@H](NC(=O)OC(C)(C)C)c1nnc(SCC(=O)Nc2ccc(Br)cc2)o1
 : -62.2	-0.93	-1
> COc1ccc(C)cc1NC(=O)CN1CCN(C/C=C/c2ccccc2)CC1
 : -16.2	-2.69	-1.31
> CC(=O)c1sc(NC(=O)c2ccco2)nc1-c1ccccc1
 : .	-1.44	-1.62
> Cc1cc(Cl)c(S(=O)(=O)N2CCN(c3ccc(F)cc3)CC2)cc1OCC(N)=O
 : 66.7	-0.03	0.75
> Cc1ccc(CNC(=O)COC(=O)c2cnccn2)cc1
 : 11.4	0.23	-0.1
> Cc1nc(N)sc1C(=O)N/N=C/c1ccccc1[N+](=O)[O-]
 : 18.2	.	.
> Cc1ccc(CN=Cc2[nH]c3ccc(Br)c(Cl)c3c2O)cc1
 : .	-1.01	-1.38
> O=S(=O)(NCCc1ccccn1)c1cccs1
 : 17.1	0.12	-1.04
> CC(NC(=O)COC(=O)c1ccc([N+](=O)[O-])s1)c1ccccc1 (stereo unspecified)
 : .	-1.5	-1.61
> CCC(OC(=O)c1cccs1)C(=O)NCc1ccc2c(c1)OCO2 (stereo unspecified)
 : -42.9	0.74	0.74
> Cn1c(Cc2cccs2)nnc1SCC(=O)N1CCCc2ccccc21
 : -3.6	-0.55	-0.68
> CCC(C)(C)n1nnnc1C(c1cc2ccc(OC)cc2[nH]c1=O)N1CCc2ccccc21 (stereo unspecified)
 : .	-1.23	-0.29
> Cc1nn(Cc2ccccc2)c(C)c1NC(=O)CCCn1nc([N+](=O)[O-])c(Cl)c1C
 : 0.0	-0.06	-0.1
> CC1(C)NC(=O)N(CC(O)CN2CCCC2)C1=O (stereo unspecified)
 : -92.3	0.69	0.85
> COc1ccc(NC2CS(=O)(=O)CC2NCc2ccccc2)cc1 (stereo unspecified)
 : -67.4	-1.05	-1.54
> Brc1cc2c(cc1/C=N/Nc1nc(N3CCCCC3)nc(N3CCCCC3)n1)OCO2
 : 0.0	.	.
> CC(NC(=O)CSc1nc2c(cc1C#N)CN(C)CC2)c1ccccc1 (stereo unspecified)
 : .	0.14	-0.49
> CC1(C)CC(=O)C(/C=N/n2c(C(F)(F)F)nc3ccccc3c2=O)=C(O)C1
 : -12.9	1.38	1.91
> CCOC(=O)CSc1nc(C)c(C(C)=O)cc1C#N
 : ?	0.09	0.27
> O=C1c2ccccc2N2C(=O)c3ccccc3C2N1O (stereo unspecified)
 : .	-0.01	-0.08
> Cc1ccsc1/C=N/NC(=O)C1CC(=O)N(c2ccccc2)C1 (stereo unspecified)
 : 14.3	-0.28	-0.81
> Cc1ccc(C(=O)N2CCN(C(=O)CN3CCOCC3)C2)cc1
 : 3.6	-0.48	-1.38
> Cc1c(Cl)ccc2c1NC(=O)[C@]21N[C@@H](CCC(N)=O)[C@H]2C(=O)N(c3ccc(F)cc3)C(=O)[C@H]21
 : 50.0	0.51	-0.2
> Cc1nn(C)cc1CN(C)C(=O)c1cc(COc2ccc(F)cc2F)on1
 : 40.0	.	.
> N#CC1=C2SCC(O)(c3ccccc3)N2C(=O)CC1c1ccccc1F (stereo unspecified)
 : -233.3	-1.53	-0.98
